Screening results as filed in PubChem BioAssay.
AID2073: inhibitors of Mint1-CaV2.2 protein interaction, biochemical, HTRF (AID 2073). HTRF protein-protein interaction, Mint1-CaV2.2; higher % means a stronger effect. inhibition, % at 20 µM; hits with a dose series show IC50 in µM. 290,000 compounds, 0.19% hits; in the data active = inhibition mostly above about 51%, no sharp cut-off; inconclusive = no clear call, values can overlap the other calls; inactive = mostly below about 53%; note: some results filed as inactive read as strong as hits
NS5 inhibitors: Dengue-2 NS5 methyltransferase inhibitors, primary screen, biochemical, confirmation dose response (AID 588689); Dengue-2 NS5 methyltransferase capping enzyme assay, biochemical; higher % means a stronger effect; inhibition, % at 25 µM, or IC50 in µM where a hit was titrated; 340,000 compounds, 0.3% hits; in the data active = a potency from the dose series; inconclusive = inhibition above about 29% without an active follow-up result
GPR55 activation: GPR55 agonists via beta-arrestin recruitment, primary screen, imaging, U2OS cells, beta-arrestin-GFP redistribution (AID 1961); activation, % at 10 µM; hits with a dose series show EC50 in µM; U2OS GPR55 beta-arrestin-GFP redistribution imaging; higher % means a stronger effect; 290,000 compounds, 0.048% hits;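 active = activation above 40% with more than 50 cells counted in the well; inconclusive = wells holding fewer than 50 cells, flagged as toxic or sparse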;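 note: U2OS osteosarcoma cells stably expressing GPR55 and beta-arrestin-GFP; plate controls were DMSO negative control for no effect and LPI positive control for full effect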
Large T inhibition: TAg ATPase/helicase activity blockers – biochemical (AID 1903). inhibition, % at 20 µM, or IC50 in µM where a hit was titrated. 310,000 compounds, 0.39% hits. SV40 large T antigen ATPase/helicase inhibition assay; higher % means a stronger effect; in the data active = a potency from the dose series; inconclusive = inhibition mostly from about 32% at the one dose, without a potency; inactive = the rest, 99 in 100 with inhibition below about 32%; note: strong numbers were not always called active
GPR55 antagonists: inhibition of LPI-stimulated GPR55 beta-arrestin translocation – imaging, U2OS, beta-arrestin-GFP, LPI agonist, primary screen (AID 2013). inhibition, % at 10 µM; hits with a dose series show IC50 in µM. U2OS GPR55 beta-arrestin-GFP translocation imaging, LPI antagonism; higher % means a stronger effect. 290,000 compounds, 0.13% hits;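 active = spots per cell inhibited over 60%, with over 100 cells counted and total cytoplasm intensity under 500,000; inconclusive = wells with under 100 cells, flagged as likely toxic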;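 note: U2OS cells stably carrying GPR55 and arrestin-GFP stimulated by 5 µM LPI near EC80; imaged beta-arrestin-GFP aggregate spots per cell after agonist stimulation; plate controls were LPI-stimulated DMSO wells for no effect and DMSO wells without LPI for full effect; some results filed as inactive read as strong as hits; confirmed hits need IC50 under 10 µM and bright autofluorescent wells are also inconclusive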
GPR35 arrestin U2OS: inhibition of zaprinast-stimulated GPR35 beta-arrestin translocation – imaging, U2OS, beta-arrestin-GFP, zaprinast agonist, primary screen (AID 2058); U2OS GPR35 beta-arrestin-GFP translocation imaging, zaprinast antagonism; higher % means a stronger effect; one-dose inhibition, % at 10 µM; IC50 in µM for titrated hits; 290,000 compounds, 0.052% hits;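 active = inhibition of at least 50% with at least 30 cells and total cytoplasm GFP at most 10,000,000; inconclusive = under 30 cells or total GFP of 10,000,000 plus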
MgcRacGAP inhibition: MgcRacGAP GTPase-activating activity inhibitors, confirmation, biochemical, ADP Hunter fluorescence; MgcRacGAP-stimulated Rac1 GTP hydrolysis, ADP Hunter fluorescence; higher % means a stronger effect; GST-tagged Rac1 F28L mutant substrate; inhibition, % at 30 µM; hits with a dose series show IC50 in µM; 340,000 compounds, 0.6% hits;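 active = first-screen hits whose inhibition reached a set limit at any dose in the follow-up dose series; inconclusive = inhibition above the set first-screen limit but never retested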;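 note: fluorescence reports GDP produced by GAP-driven GTP hydrolysis; strong numbers were not always called active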
NTR1 ag: agonists of NTR1, primary screen, imaging, U2OS cells, beta-arrestin-GFP, high content (AID 493036) | P30989 | NTR1-U2OS beta-arrestin-GFP spot imaging, agonist mode | activation, % at 20 µM | 330,000 compounds, 0.17% hits;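 active = activation at or above 40% of the spot to cytoplasm intensity ratio, with at least 20 cells analyzed; inconclusive = wells under 20 cells, flagged as cytotoxic or low count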;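 note: 0% = DMSO without peptide and 100% = 100 nM NTR1 peptide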
Target sequence (P30989 whole entry, looked up): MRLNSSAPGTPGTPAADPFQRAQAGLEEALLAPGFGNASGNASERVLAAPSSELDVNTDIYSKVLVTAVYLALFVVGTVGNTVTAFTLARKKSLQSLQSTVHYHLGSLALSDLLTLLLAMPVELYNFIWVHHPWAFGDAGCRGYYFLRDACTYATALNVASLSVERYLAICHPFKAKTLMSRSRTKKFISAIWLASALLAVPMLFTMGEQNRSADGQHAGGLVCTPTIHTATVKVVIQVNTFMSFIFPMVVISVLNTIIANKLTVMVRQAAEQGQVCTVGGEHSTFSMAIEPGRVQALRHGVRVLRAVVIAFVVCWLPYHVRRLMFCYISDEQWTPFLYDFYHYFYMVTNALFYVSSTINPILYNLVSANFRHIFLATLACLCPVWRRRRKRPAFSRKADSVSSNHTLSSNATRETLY
Yfh1-depleted yeast: enhancers of respiration in Yfh1-depleted yeast, dose response, Friedreich's ataxia, plus single-dose screen (AID 1465) | S. cerevisiae Yfh1-off respiration, WST-1 reduction, 72 h; higher fold induction means a stronger effect | fold induction at 50 µM; hits with a dose series show EC50 in µM | 220,000 compounds, 0.074% hits;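 active = fold induction of absorbance versus untreated yeast above a set limit, then at least 30% activation at any dose in follow-up; inconclusive = repeats straddling the limit, or above it without dose testing; inactive = fold induction below the set limit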;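 note: activators that raise dye reduction in frataxin-depleted yeast; strong numbers were not always called active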
NTR1 ag cell count 20 µM: further read-out of NTR1 ag, marked with its call; cell count; measured here: cell count, cytotoxicity flag
NS5 inhibitors pilot replicate: also measured in NS5 inhibitors; calls as there; inhibition, %; measured here: pilot screen replicate inhibition
The depositor's hits bear a star. Rows were taken by chance. About 1.7% of those tested had a hit in this group.

What do the screens show for `CCOc1cc(NC(=O)c2cccs2)c(OCC)cc1NC(=O)c1cccnc1`?
AID2073: inconclusive; NS5 inhibitors: -1.6%; GPR55 activation: 0.2%; Large T inhibition: 8.5%; GPR55 antagonists: -0.4%; GPR35 arrestin U2OS: 16.2%; MgcRacGAP inhibition: 6.3%; NTR1 ag: 4.5; Yfh1-depleted yeast: inactive; NTR1 ag cell count 20 µM: 22

What do the screens show for `C=CCNC(=S)Nc1ccccc1-c1nnc2n1CCCCC2`?
AID2073: 13.2%; NS5 inhibitors: -1.6%; GPR55 activation: -0.2%; Large T inhibition: 7.3%; GPR55 antagonists: 5.4%; GPR35 arrestin U2OS: -2.1%; MgcRacGAP inhibition: 1.1%; NTR1 ag: -0.6; NTR1 ag cell count 20 µM: 57

How did CCOc1cc(CNc2ccc(S(N)(=O)=O)cc2)ccc1OCC(=O)NC(C)(C)C do in these assays?
AID2073: 11.3%; NS5 inhibitors: -8.0%; GPR55 activation: -0.2%; Large T inhibition: 6.9%; GPR55 antagonists: -1.7%; GPR35 arrestin U2OS: -2.6%; MgcRacGAP inhibition: 0.8%; NTR1 ag: 1.2; Yfh1-depleted yeast: inactive; NTR1 ag cell count 20 µM: 51

What do the screens show for `CCOc1ccccc1C(=O)N(Cc1ccc(C)o1)C1CCS(=O)(=O)C1` (stereo unspecified)?
AID2073: 1.3%; NS5 inhibitors: -16.0%; GPR55 activation: 0.2%; Large T inhibition: 8.5%; GPR55 antagonists: -0.2%; GPR35 arrestin U2OS: -15.4%; MgcRacGAP inhibition: 16.9%; NTR1 ag: 0.1; NTR1 ag cell count 20 µM: 58

How did CC(=O)Nc1ccc(NC(=O)COc2ccc(S(=O)(=O)NC(C)c3ccccc3)cc2)cc1 (stereo unspecified) do in these assays?
AID2073: 2.4%; NS5 inhibitors: -9.5%; GPR55 activation: -0.2%; Large T inhibition: 6.9%; GPR55 antagonists: 5.0%; GPR35 arrestin U2OS: -16.4%; MgcRacGAP inhibition: 1.8%; NTR1 ag: 1.2; Yfh1-depleted yeast: inactive; NTR1 ag cell count 20 µM: 39

Results for COc1ccc2c([N+](=O)[O-])c(Cl)[nH]c2c1 ?
AID2073: -4.3%; NS5 inhibitors: >100µM*; GPR55 activation: 0.1%; Large T inhibition: 2.6%; GPR55 antagonists: -2.5%; GPR35 arrestin U2OS: 7.8%; MgcRacGAP inhibition: 12.8%; NTR1 ag: 0.9; Yfh1-depleted yeast: inactive; NTR1 ag cell count 20 µM: 54

What do the screens show for `CCCCCCCCCCCCCCCC[n+]1ccc(C(N)=O)cc1`?
AID2073: 9.8%; NS5 inhibitors: 0.6%; GPR55 activation: -0.1%; Large T inhibition: 3.1%; GPR55 antagonists: 8.0%; GPR35 arrestin U2OS: 13.5%; MgcRacGAP inhibition: 4.7%; NTR1 ag: 0.6; Yfh1-depleted yeast: inactive; NTR1 ag cell count 20 µM: 63

What do the screens show for `CC1CCC(NC(=O)CCNS(=O)(=O)c2ccc3c(c2)CCC(=O)N3)CC1` (stereo unspecified)?
AID2073: 9.9%; NS5 inhibitors: -7.2%; GPR55 activation: 0.6%; Large T inhibition: 9.1%; GPR55 antagonists: 12.9%; GPR35 arrestin U2OS: 2.2%; MgcRacGAP inhibition: 13.1%; NTR1 ag: 0.7; NTR1 ag cell count 20 µM: 63

What do the screens show for `O=C(O)c1cn[nH]c1-c1cccc([N+](=O)[O-])c1`?
AID2073: 13.2%; NS5 inhibitors: 3.0%; GPR55 activation: 0.0%; Large T inhibition: 15.7%; GPR55 antagonists: -14.5%; GPR35 arrestin U2OS: 4.6%; MgcRacGAP inhibition: 11.3%; NTR1 ag: -1.3; Yfh1-depleted yeast: inactive; NTR1 ag cell count 20 µM: 58

Results for CC1CCN(C(=O)Cn2c(=O)n(-c3ccc(F)cc3)c(=O)c3sccc32)CC1 ?
AID2073: 5.7%; NS5 inhibitors: -5.8%; GPR55 activation: 0.5%; Large T inhibition: 6.0%; GPR55 antagonists: 2.0%; GPR35 arrestin U2OS: 7.2%; MgcRacGAP inhibition: 12.4%; NTR1 ag: 0.6; Yfh1-depleted yeast: inactive; NTR1 ag cell count 20 µM: 69

Results for N#Cc1c(-c2cccs2)nc(SCC(=O)c2ccc(Br)cc2)[nH]c1=O ?
AID2073: 31.2%; NS5 inhibitors: -28.7%; GPR55 activation: -0.1%; Large T inhibition: 8.4%; GPR55 antagonists: -19.3%; GPR35 arrestin U2OS: -21.0%; MgcRacGAP inhibition: 3.3%; NTR1 ag: -1.0; Yfh1-depleted yeast: inactive; NTR1 ag cell count 20 µM: 50

What do the screens show for `Cc1ccccc1NC(=O)C12CC3CCC1(C)C3(C)CO2` (stereo unspecified)?
AID2073: 1.1%; NS5 inhibitors: -10.0%; GPR55 activation: 0.0%; Large T inhibition: 5.3%; GPR55 antagonists: -19.4%; GPR35 arrestin U2OS: 2.7%; MgcRacGAP inhibition: 9.3%; NTR1 ag: 0.8; Yfh1-depleted yeast: inactive; NTR1 ag cell count 20 µM: 71

Results for CCN(CC)c1ccc(CNc2nc3ccccc3n2C(C)C)cc1 ?
AID2073: -4.5%; NS5 inhibitors: 5.2%; GPR55 activation: 0.2%; Large T inhibition: 7.8%; GPR55 antagonists: 1.6%; GPR35 arrestin U2OS: -13.6%; MgcRacGAP inhibition: 12.1%; NTR1 ag: 2.4; Yfh1-depleted yeast: inactive; NTR1 ag cell count 20 µM: 52

Results for CCCNC(=O)N1CCN(Cc2ccco2)CC1 ?
AID2073: inconclusive; NS5 inhibitors: -7.2%; GPR55 activation: 0.3%; Large T inhibition: 0.5%; GPR55 antagonists: 6.8%; GPR35 arrestin U2OS: 4.2%; MgcRacGAP inhibition: 4.0%; NTR1 ag: 1.2; Yfh1-depleted yeast: inactive; NTR1 ag cell count 20 µM: 81

What do the screens show for `COc1ccc(-c2nc(CN3CCN(Cc4cccc(F)c4)CC3)c(C)o2)cc1`?
AID2073: 15.5%; NS5 inhibitors: -1.3%; GPR55 activation: -0.4%; Large T inhibition: 7.1%; GPR55 antagonists: 10.2%; GPR35 arrestin U2OS: 3.9%; MgcRacGAP inhibition: 6.8%; NTR1 ag: 0.8; NTR1 ag cell count 20 µM: 62; NS5 inhibitors pilot replicate: -0.9

How did COc1ccccc1-c1c(C)oc2c(CN3CCOCC3)c(O)ccc2c1=O do in these assays?
AID2073: 34.2%; NS5 inhibitors: -7.2%; GPR55 activation: 0.0%; Large T inhibition: 4.7%; GPR55 antagonists: 16.4%; GPR35 arrestin U2OS: 6.6%; MgcRacGAP inhibition: 7.2%; NTR1 ag: 0.7; NTR1 ag cell count 20 µM: 50

Results for O=C(Cc1ncc(C(F)(F)F)cc1Cl)N1CCN(c2ccccn2)CC1 ?
AID2073: 8.4%; NS5 inhibitors: -2.1%; GPR55 activation: 0.2%; Large T inhibition: 1.8%; GPR55 antagonists: -9.6%; GPR35 arrestin U2OS: 2.3%; MgcRacGAP inhibition: 5.7%; NTR1 ag: 0.3; Yfh1-depleted yeast: inactive; NTR1 ag cell count 20 µM: 63; NS5 inhibitors pilot replicate: -1.2

Results for COCC(C)NCc1ccccc1C (stereo unspecified) ?
AID2073: -6.8%; NS5 inhibitors: -11.8%; GPR55 activation: -0.1%; Large T inhibition: 18.7%; GPR55 antagonists: -4.2%; GPR35 arrestin U2OS: 3.5%; MgcRacGAP inhibition: 138µM*; NTR1 ag: 0.2; Yfh1-depleted yeast: inactive; NTR1 ag cell count 20 µM: 36

Results for CCOC(=O)c1cc(-c2ccccc2)sc1NC(=O)c1cc(OC)c(OC)c(OC)c1 ?
AID2073: 6.4%; NS5 inhibitors: -9.2%; GPR55 activation: -0.3%; Large T inhibition: 11.1%; GPR55 antagonists: -9.7%; GPR35 arrestin U2OS: 13.8%; MgcRacGAP inhibition: 6.9%; NTR1 ag: 2.4; Yfh1-depleted yeast: inactive; NTR1 ag cell count 20 µM: 76

What do the screens show for `CCC(C)C(=O)Nc1nc2ccc(S(C)(=O)=O)cc2s1` (stereo unspecified)?
AID2073: 26.8%; NS5 inhibitors: -7.2%; GPR55 activation: -0.2%; Large T inhibition: 20.9%; GPR55 antagonists: -11.7%; GPR35 arrestin U2OS: -3.5%; MgcRacGAP inhibition: 3.5%; NTR1 ag: 0.8; Yfh1-depleted yeast: inactive; NTR1 ag cell count 20 µM: 85

What do the screens show for `CCn1c(-c2ccccc2Cl)nn(CC(=O)Nc2ccccc2C)c1=S`?
AID2073: -6.6%; NS5 inhibitors: 1.6%; GPR55 activation: -0.1%; Large T inhibition: 8.9%; GPR55 antagonists: 27.2%; GPR35 arrestin U2OS: 16.1%; MgcRacGAP inhibition: 11.4%; NTR1 ag: 1.4; Yfh1-depleted yeast: inactive; NTR1 ag cell count 20 µM: 52

What do the screens show for `N#Cc1cccc(C(c2nnnn2C2CCCC2)N2CCC(Cc3ccccc3)CC2)c1` (stereo unspecified)?
AID2073: 6.8%; NS5 inhibitors: -8.0%; GPR55 activation: 0.3%; Large T inhibition: 9.7%; GPR55 antagonists: 12.4%; GPR35 arrestin U2OS: -11.6%; MgcRacGAP inhibition: 5.1%; NTR1 ag: 5.8; Yfh1-depleted yeast: inactive; NTR1 ag cell count 20 µM: 66

How did Cc1c(-c2nc(N)nc(Nc3ccccc3F)n2)oc2ccccc12 do in these assays?
AID2073: 4.2%; NS5 inhibitors: -2.1%; GPR55 activation: -0.1%; Large T inhibition: 0.1%; GPR55 antagonists: 11.4%; GPR35 arrestin U2OS: -2.6%; MgcRacGAP inhibition: 4.0%; NTR1 ag: 32.1; Yfh1-depleted yeast: inactive; NTR1 ag cell count 20 µM: 83; NS5 inhibitors pilot replicate: 0.9

What do the screens show for `CCS(=O)(=O)c1ccc(Sc2nncn2C)c([N+](=O)[O-])c1`?
AID2073: -10.0%; NS5 inhibitors: -2.2%; GPR55 activation: -0.5%; Large T inhibition: 11.9%; GPR55 antagonists: 6.7%; GPR35 arrestin U2OS: 7.9%; MgcRacGAP inhibition: -0.3%; NTR1 ag: 0.0; NTR1 ag cell count 20 µM: 51

How did Cc1cc(C(=O)OCC(=O)NCc2ccco2)c(C)n1-c1ccc(F)cc1 do in these assays?
AID2073: 2.7%; NS5 inhibitors: -12.4%; GPR55 activation: -0.1%; Large T inhibition: -2.6%; GPR55 antagonists: -3.7%; GPR35 arrestin U2OS: -2.6%; MgcRacGAP inhibition: 12.9%; NTR1 ag: 1.7; Yfh1-depleted yeast: inactive; NTR1 ag cell count 20 µM: 38
